Screens from PubChem BioAssay.
BAZ2B block: BAZ2B (human) inhibition | Q9UIF8 | AlphaScreen BAZ2B-H3K14Ac peptide displacement | Potency, µM (highest dose often 114 µM), without a hit: top-dose activity change, negative = inhibition, most hits filed as inhibitors | hit rate 4.4% among 360,000; further: potency means the concentration at half of the fitted maximal effect; on the % scale 0 is the no-effect control and ±100 the full control effect; nearly all actives have a fitted effect of over 60% in size
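AlphaScreen luminescence quantifies BAZ2B engagement of H3K14Ac peptide; the protein and biotinylated peptide are both at 50 nM final, buffer PBS pH 7.4 with 0.01% Tween-20, all steps at room temperature.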
JMJD2A Tudor inh: JMJD2A Tudor domain (human) inhibition. O75164. AlphaScreen JMJD2A-Tudor / H3K4me3 peptide binding. Potency, µM (highest dose often 114 µM), for inactives: at the highest dose activity change, negative = inhibition, usual class: inhibitors. hit rate 4.4% among 390,000; further: potency means the concentration at half of the fitted maximal effect; on the % scale 0 is the no-effect control and ±100 the full control effect; nearly all actives have a fitted effect of over 50% in size
HP1b binding inh: blocks HP1-beta chromodomain binding to methylated histone tails. P83916. AlphaScreen HP1-beta / biotin-H3K9me3 peptide binding. Potency, µM (titrated, usually from 114 µM), for inactives: at the top dose activity change, negative = inhibition, hits mostly inhibitors. hit rate 0.56% among 390,000. AID 540317; further: potency means the concentration at half of the fitted maximal effect; nearly all actives have a fitted effect of over 70% in size; inactives centre near 23
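HP1-beta protein (50 nM final) preincubated 30 min at room temperature with biotinylated H3(1-18)K9me3 peptide (50 nM) in PBS pH 7.4, 0.01% Tween-20, then compound added for 30 min. AlphaScreen streptavidin donor/nickel chelate acceptor beads (10 ug/mL final), 30 min dark, luminescence read.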
G9a block: blocks human histone lysine methyltransferase G9a. Q96KQ7. G9a H3K9 monomethylation, AlphaScreen, 2 h. Potency, µM (doses to about 102 µM), without a hit: at the highest dose activity, negative = inhibition, hits mostly inhibitors. hit rate 8.8% among 350,000. AID 504332; further: potency means the concentration at half of the fitted maximal effect; on the % scale 0 is the no-effect control and ±100 the full control effect; nearly all actives have a fitted effect of over 75% in size
Target sequence (Q96KQ7 913-1193 limits assumed): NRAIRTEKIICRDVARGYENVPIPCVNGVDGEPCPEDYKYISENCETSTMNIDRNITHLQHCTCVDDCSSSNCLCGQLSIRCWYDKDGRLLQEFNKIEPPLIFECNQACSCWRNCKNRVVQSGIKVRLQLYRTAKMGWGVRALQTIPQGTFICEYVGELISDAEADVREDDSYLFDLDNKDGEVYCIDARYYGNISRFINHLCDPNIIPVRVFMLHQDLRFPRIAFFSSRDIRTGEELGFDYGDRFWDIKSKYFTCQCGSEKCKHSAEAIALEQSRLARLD
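AlphaScreen detection with an anti-monomethyl H3K9 antibody quantified product after a 2 h room-temperature reaction containing 500 nM biotinylated H3K9 peptide, 20 µM SAM and 20 nM enzyme, which had been preincubated 15 min with compound.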
Pol eta inh: DNA polymerase eta (human) inhibition; Q9Y253; recombinant Pol eta, fluorescent DNA replication assay; Potency, µM (titrated, usually from 114 µM), for inactives: at the top dose activity change, negative = inhibition, usual class: inhibitors; hit rate 1.2% among 390,000; further: potency means the concentration at half of the fitted maximal effect; on the % scale 0 is the no-effect control and ±100 the full control effect
Target sequence (Q9Y253 whole entry, looked up): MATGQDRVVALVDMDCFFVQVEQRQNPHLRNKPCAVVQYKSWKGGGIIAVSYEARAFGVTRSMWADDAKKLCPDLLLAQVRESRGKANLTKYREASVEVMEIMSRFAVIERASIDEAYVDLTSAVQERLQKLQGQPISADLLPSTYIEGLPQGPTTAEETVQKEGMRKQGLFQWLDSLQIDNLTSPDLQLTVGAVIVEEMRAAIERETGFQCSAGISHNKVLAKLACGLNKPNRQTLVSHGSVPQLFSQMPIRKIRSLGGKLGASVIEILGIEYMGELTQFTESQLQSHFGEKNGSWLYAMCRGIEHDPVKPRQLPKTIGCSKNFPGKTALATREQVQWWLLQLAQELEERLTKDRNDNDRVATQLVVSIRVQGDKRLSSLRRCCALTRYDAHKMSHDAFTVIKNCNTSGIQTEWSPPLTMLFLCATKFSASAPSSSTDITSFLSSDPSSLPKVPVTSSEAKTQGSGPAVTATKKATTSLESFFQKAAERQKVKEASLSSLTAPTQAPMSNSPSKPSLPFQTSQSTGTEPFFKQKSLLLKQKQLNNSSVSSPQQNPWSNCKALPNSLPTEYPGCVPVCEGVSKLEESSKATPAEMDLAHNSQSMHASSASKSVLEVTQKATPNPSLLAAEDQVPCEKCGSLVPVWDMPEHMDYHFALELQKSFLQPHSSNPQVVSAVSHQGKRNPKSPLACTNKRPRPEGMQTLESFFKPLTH
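Fluorescent replication assay: 50 nM final substrate added after a 15 min room-temperature compound preincubation with 10 nM enzyme. Signal taken at 0 min and again at 10 min.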
Pin1 inhibitor: human Pin1 inhibition; Q13526; Pin1 FP peptide displacement, HiFluor488, 10 min; Potency, µM (highest dose often 115 µM), for the others: at the highest dose activity, negative = inhibition, usual class: inhibitors; hit rate 0.009% among 390,000; AID 504891; active means well fitted inhibition curve with a large enough effect in the polarisation, with a control signal flat, not every such curve was filed as active; inconclusive means small, poorly fitted or top-dose-only effect, or effect the other way, or a change in a side signal; inactive means no such curve, though single readings can be large or run the other way; the % refers to the polarisation; further: potency means the concentration at half of the fitted maximal effect; on the % scale 0 is the no-effect control and ±100 the full control effect
Tb PGK inh: T. brucei PGK inhibition; P07378; PGK/GAPDH coupled, Kinase-Glo luminescence, 60 min; Potency, µM (doses to about 57.5 µM), without a hit: top-dose activity change, negative = inhibition, actives largely listed as inhibitors; hit rate 0.043% among 380,000; further: potency means the concentration at half of the fitted maximal effect; on the % scale 0 is the no-effect control and ±100 the full control effect; nearly all actives have a fitted effect of over 60% in size
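Recombinant glycosomal PGK reaction used 1,3-bisphosphoglycerate generated in-well by GAPDH (100nM final) in 100mM TEA pH 7.6, 5mM MgCl2, 0.01% Tween-20. After 60 minutes at room temperature, ATP was read by Kinase-Glo Plus luminescence end-point.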
GLS inhibitor: inhibitors of human glutaminase (GLS). Potency, µM (series often up to 45.5 µM), for inactives: at the top dose activity change, negative = inhibition, hits mostly inhibitors. AID 624170. hit rate 0.21% among 410,000. GLS enzymatic activity, qHTS titration. O94925; further: potency means the concentration at half of the fitted maximal effect; on the % scale 0 is the no-effect control and ±100 the full control effect
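Enzyme dispensed in phosphate buffer (45 mM, pH 8.2, 0.02% Tween-20), compounds pinned in, then 1 mM L-glutamine solution and the glutamate oxidase–HRP–Amplex Red mix added; fluorescence read immediately and again after 30 min at room temperature.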
PI4K2A block: blocks human PI4K2A kinase activity; purified PI4K2A, ADP-Glo luminescence, 1 h; stronger effect = lower value; activity change, negative = inhibition, % at 76.9 µM; Q9BTU6; hit rate 0.13% among 420,000; in the data active means activity change below about -50%; inconclusive means mostly about -30% to -49%;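 further: -100% = wells without enzyme as full effect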
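In this quantitative HTS, ADP production by PI4K2A was quantified luminescently after 1 h at ambient temperature; 100 microM adenosine served as plate-quality control.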
Numbers without * were called inactive; i = inactive; ? = inconclusive; / = no result given; [ ] = another dose, or the depositor's remark. Unless noted, the call rests on the fitted dose curve; in most records, active means well fitted curve in the direction sought with a large enough effect; inconclusive means small, poorly fitted or top-dose-only effect, or another doubt; inactive means no such curve, though single readings can be large; an effect the other way counts as inactive or inconclusive.

PI4K2A block	G9a block	Tb PGK inh	HP1b binding inh	BAZ2B block	JMJD2A Tudor inh	GLS inhibitor	Pin1 inhibitor	Pol eta inh	SMILES
-4.3	/	-8.7%	108.6%[activator]	12.6%	63.3%[activator]	0.2%	4.2%	3.5%	COC(=O)c1ccc(/C=C/c2c(-c3ccc(OC)cc3)oc3ccccc23)cc1
-3.3	39.8µM*	-7.5%	12.8%	-35.2%	-8.1%	6.3%	-0.2%	-11.2%	Nc1ccc(C(=O)Nc2ccccc2C(=O)O)cc1
-2.2	-48.0%[59 µM]	-3.5%	-14.1%	14.1µM*	25.1µM*	0.6%	-7.2%	-8.1%	Cc1ccn2c(Nc3ccc(F)cc3)c(-c3ccccn3)nc2c1
-0.7	-26.0%[12.7 µM]	/	-17.6%	3.1%	?	20.9%	-7.7%	-5.4%	COc1cc(-c2nc(-c3ccncc3)no2)cc(OC)c1OC
0.2	/	-2.2%	115.3%[activator]	/	53.2%[activator]	0.2%	?	-7.3%	COc1ccc(C2CC(c3ccccc3F)=NN2c2ccc(S(N)(=O)=O)cc2)cc1 (centres undefined)
-4.3	-3.1%[59 µM]	-7.1%	19.7%	8.6%	-2.8%	10.7%	2.3%	8.7%	CC(NC(=O)COC(=O)c1ccco1)c1ccccc1 (centres undefined)
-2.4	-33.9%	-6.5%	47.4%[activator]	-6.3%	-4.8%	-0.2%	-9.0%	-8.9%	CN(CC(=O)Nc1ccccc1Cl)C(=O)COC(=O)c1ccc(=O)n(Cc2ccccc2)n1
3.6	/	i	19.3%	/	-15.8%	-7.3%	-2.0%	-4.0%	CC1CN(S(=O)(=O)c2cc(C(=O)NC(C)c3cccnc3)ccc2Cl)CC(C)O1 (centres undefined)
11.6	?	2.3%	?	?	?	8.7%	9.8%	-21.5%	Cc1ccccc1-c1cc(C(=O)Nc2sc(C)c(C)c2C(N)=O)c2ccccc2n1
0.6	6.5%[12.7 µM]	-7.6%	26.4%	-21.0%	0.3%	4.7%	1.0%	-14.3%	Cc1ccc(NC(=O)CN2C(=O)CCc3cc(S(=O)(=O)N4CCOCC4)ccc32)c(C)c1
-4.7	88.1%[activator][59 µM]	-9.4%	75.2%[activator]	66.1%[activator]	82.7%[activator]	-6.9%	-1.0%	-16.2%	CCOC(=O)c1c(-c2ccc(OC)cc2)oc2ccc(OCc3ccccc3C)cc12
6.3	12.6%[12.7 µM]	-6.5%	12.7%	3.5%	-10.6%	4.2%	-1.2%	-7.1%	O=C(CN1CCCN(S(=O)(=O)c2ccc(Br)s2)CC1)Nc1ccc(Cl)cc1
1.9	12.1%	-0.4%	32.6%[activator]	0.1%	-0.3%	-14.3%	4.6%	-17.5%	CCOC(=O)C(=CNc1cccnc1Oc1ccc(C)c2c1CCC2)C(=O)OCC
1.8	24.8%[2.33 µM]	5.3%	9.6%	-32.3%	-30.6%	5.7%	?	-3.6%	CC(=O)c1ccc2c(c1)C1C=CCC1C(c1cc3c(cc1Br)OCO3)N2 (centres undefined)
-2.2	-5.0%[59 µM]	-3.4%	31.1%	-0.9%	-1.9%	1.8%	3.4%	-13.2%	O=C1C(=O)N(C2CCN(C(=O)c3cccc(Cl)c3)CC2)CCN1Cc1ccc(F)cc1
-0.7	28.3%	-5.1%	36.7%[activator]	-5.3%	-20.0%	17.1%	0.3%	-11.7%	CCN(CC)S(=O)(=O)c1cccc(C(=O)NNC(=O)C2=NN(c3ccccc3)C(=O)CC2)c1
-1.5	-6.9%[59 µM]	-9.6%	21.3%	-1.0%	-26.8%	-6.4%	-7.8%	-8.7%	CCN(CC)S(=O)(=O)c1ccc(-c2nnc(SCC(=O)N3c4ccccc4CC3C)n2CC)cc1 (centres undefined)
-2.3	?	i	33.1%	18.7%	-14.8%	2.5%	0.7%	-15.7%	CC(C)Cc1nnc(NC(=O)CCNC(=O)c2ccccc2Cl)s1
-0.2	?	-3.7%	29.9%	3.0%	-3.6%	-11.8%	-0.6%	-15.1%	COc1ccc(NC(=O)Cc2nnc(N)s2)cc1
3.5	-4.5%[59 µM]	-8.1%	44.1%[activator]	-12.3%	-32.6%	1.7%	1.5%	13.2%	Cc1ccc2c(CC(=O)Nc3ccccc3C(F)(F)F)coc2c1C
0.3	20.7%	-5.1%	3.5%	-9.2%	-19.4%	-5.7%	-7.3%	-10.6%	CCc1nnc(NC(=O)CC23CC4CC(CC(Br)(C4)C2)C3)s1
-3.2	-8.2%[59 µM]	-0.5%	19.1%	-31.4%	-5.4%	-7.5%	-6.6%	-10.4%	Cn1nc(C(=O)N2CCc3ccccc3C2)c2ccccc2c1=O
5.3	20.7%	5.4%	2.6%	-5.3%	-4.8%	2.5%	-0.7%	-10.5%	CS(=O)(=O)N(CC(=O)NCCSCc1ccccc1)c1ccccc1Cl
1.5	39.2%[59 µM]	-5.2%	67.8%[activator]	35.8%[activator]	-8.9%	-0.7%	9.0%	-17.6%	Cc1cc(C)cc(NC(=O)CSc2nnc(CNC(=O)c3c(F)cccc3Cl)o2)c1
-1.0	?	-0.7%	15.3%	-7.8%	-9.2%	-4.3%	-6.8%	0.1%	NC(=O)CC(NC(=O)Cc1ccc(Cl)cc1)c1ccc(NCCN2CCOCC2)c([N+](=O)[O-])c1 (centres undefined)
-0.2	?	-8.2%	-6.4%	6.5%	-5.6%	32.2%[activator]	4.7%	-14.0%	Cc1nc2nc(C)c(NS(=O)(=O)c3ccc(Cl)cc3)c(=O)n2[nH]1
-5.1	-34.0%[59 µM]	1.2%	-1.3%	/	?	23.8%	-2.6%	-16.4%	Cc1ccc(NC(=O)N(Cc2c[nH]c3ccccc23)C2CCCCCC2)cc1C
1.3	/	-5.0%	52.3%[activator]	/	-11.8%	-1.1%	0.3%	-13.3%	N#CC1(C(N)=O)OC12CCS(=O)(=O)c1ccccc12 (centres undefined)
2.0	-9.9%	-8.2%	17.8%	-11.2%	-19.6%	1.1%	-1.6%	-6.1%	N#Cc1c(N)nc2c(c1-c1ccc(F)cc1)c(=O)nc1sccn12
3.4	?	0.8%	-4.9%	-3.1%	-22.6%	-11.2%	6.8%	1.6%	CSc1ccc(S(=O)(=O)NCC(=O)OCC(=O)NCCc2ccccc2)cc1[N+](=O)[O-]

Complete entries, quoted from the list:
Record of `CCc1nnc(NC(=O)CC23CC4CC(CC(Br)(C4)C2)C3)s1` : PI4K2A block = 0.3; G9a block = 20.7%; Tb PGK inh = -5.1%; HP1b binding inh = 3.5%; BAZ2B block = -9.2%; JMJD2A Tudor inh = -19.4%; GLS inhibitor = -5.7%; Pin1 inhibitor = -7.3%; Pol eta inh = -10.6%
Record of `CS(=O)(=O)N(CC(=O)NCCSCc1ccccc1)c1ccccc1Cl` : PI4K2A block = 5.3; G9a block = 20.7%; Tb PGK inh = 5.4%; HP1b binding inh = 2.6%; BAZ2B block = -5.3%; JMJD2A Tudor inh = -4.8%; GLS inhibitor = 2.5%; Pin1 inhibitor = -0.7%; Pol eta inh = -10.5%

Later entries:
PI4K2A block	G9a block	Tb PGK inh	HP1b binding inh	BAZ2B block	JMJD2A Tudor inh	GLS inhibitor	Pin1 inhibitor	Pol eta inh	SMILES
-2.9	8.0%	/	53.9%[activator]	-21.7%	-18.0%	14.8%	-5.4%	-3.1%	COc1ccc(C(=O)NNC(=O)Cn2nnc(-c3ccc(OC)c(OC)c3)n2)cc1
-5.4	105.7%[activator][59 µM]	-6.7%	90.5%[activator]	/	24.6%	3.2%	-5.5%	-16.4%	Cc1cccc(C2=NN(c3ccc(Br)cc3)[C@@H](C(=O)N3CCOC3=O)[C@@H]2C)c1
-1.0	/	-3.5%	-16.9%	/	?	-10.1%	?	-7.0%	Cc1ccc(Nc2ccc([N+](=O)[O-])ccc2=O)cc1
-0.5	12.6µM*	-7.2%	37.2%	?	6.7%	2.0%	3.2%	-16.0%	Cc1nn(-c2ccccc2)c(=S)c2ccccc12
-0.6	?	-8.1%	17.4%	-25.9%	4.0%	6.7%	4.0%	-3.4%	Cc1cc(NC(=O)c2cc(-c3ccc4c(c3)OCO4)on2)n(-c2ccccc2)n1
2.5	-12.7%	-5.4%	13.4%	-16.9%	-31.6%	-8.1%	-0.1%	-8.6%	CCC(C(=O)NCc1ccco1)n1nc(C)n2c(cc3occc32)c1=O (centres undefined)
0.0	-0.2%[0.501 µM]	-7.4%	35.8%	-0.8%	-7.3%	4.6%	-11.5%	-20.8%	Nc1ccc[n+](CC(=O)c2ccccc2)c1
-2.7	50.1µM*	0.4%	16.9%	-29.9%	-14.8%	25.0%	-2.9%	2.6%	COCCn1c(CCC(=O)O)ccc1-c1cccs1
3.9	11.2%[59 µM]	-8.2%	-5.9%	-5.7%	-4.8%	-0.1%	-10.5%	?	Fc1ccc(NC(=S)NC23CN4CN(CN(C4)C2)C3)cc1
-4.5	15.6%	-7.7%	-4.4%	?	0.0%	-0.6%	1.8%	-8.8%	CCNC(=O)NC(=O)CSc1nnc(-c2c[nH]c3ccccc23)o1
-1.2	7.6%[59 µM]	i	6.8%	2.1%	-21.8%	-6.8%	6.7%	0.9%	COc1ccc(/C=N/OC/C(O)=C(\C#N)c2nc3ccccc3[nH]2)cc1
-1.5	-27.2%[59 µM]	6.2%	28.2%	-16.7%	-12.3%	-4.4%	?	-26.5%	Cc1ccc(C(=O)c2cn(Cc3cccc(C)c3)c3nc(C)ccc3c2=O)cc1
-5.1	11.1%[0.501 µM]	-2.9%	9.9%	-6.8%	-8.2%	5.2%	-3.0%	-15.5%	Cc1ccc(C)c(C(=O)Nc2ccncc2)c1

A portion of the library. The share of hits here may be higher or lower than overall.
